# Rac1 wt GTP bind = human Rac1 wildtype GTP binding, inhibitors and activators; P63000; GST-Rac1 beads, fluorescent GTP binding, flow cytometry; actives lie on both sides; 0 = cold GTP competed, 100 = untreated; GTP binding activity (% of control), % at 10 µM; hit rate 0.27% among 190,000;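 active = GTP binding activity at least 20 points away from the 100% control level, either lower or higher; inconclusive = compound flagged as likely green fluorescent, judged across all proteins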
# Rac1 act GTP bind = modulators of GTP binding to human Rac1 activated mutant; GST-Rac1 activated beads, fluorescent GTP binding, flow cytometry; actives lie on both sides; 100% means binding = to untreated wells; percent activity (GTP binding), % at 10 µM; hit rate 0.11% among 190,000; AID 764;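 active = GTP binding at least 20 percentage points away from the 100% baseline, in either direction, so actives lie on both sides; inconclusive = Compound likely fluorescent itself, or too few beads counted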
# ABCB1 block = human ABCB1 inhibition, ABCG2 as counter-screen | P08183 | CCRF-Adr cells, JC-1 efflux, flow cytometry | inhibition, % at 6.6 µM | hit rate 0.067% among 190,000 | AID 1326; in the data active = inhibition above about 40%;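 note: 0% = vehicle and 100% = reference inhibitor; higher value means more JC-1 retained so stronger ABCB1 efflux block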
# Pf gamet viab = inhibitors of late stage P. falciparum gametocyte viability | hit rate 0.065% among 150,000 | AID 743093 | inhibition, % at 10.9 µM | P. falciparum stage V gametocytes, ATP luminescence, 24 h;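 active = inhibition above the mean plus 3 SD of compounds within the control limits, set per campaign, cut at about 38% in these data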;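 note: 0% = DMSO wells and 100% = medium only without gametocytes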
# Cdc42 wt GTP = changes GTP binding to wildtype human Cdc42. P60953. GST-Cdc42 beads, Bodipy-GTP binding, flow cytometry; actives lie on both sides. percent activity (GTP binding), % at 10 µM. hit rate 0.2% among 190,000;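 active = percent activity GTP binding at least 20 points away from the 100% baseline, either down as inhibitor or up as activator; inconclusive = compound flagged as likely green fluorescent from well-wide comparison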;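 note: median bead fluorescence of bound Bodipy-FL-GTP at 100 nM; 0% = excess unlabeled GTP control and 100% = no compound control; below 100% means less GTP binding so inhibitor and above means activator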
# Target sequence (P60953 whole entry, looked up): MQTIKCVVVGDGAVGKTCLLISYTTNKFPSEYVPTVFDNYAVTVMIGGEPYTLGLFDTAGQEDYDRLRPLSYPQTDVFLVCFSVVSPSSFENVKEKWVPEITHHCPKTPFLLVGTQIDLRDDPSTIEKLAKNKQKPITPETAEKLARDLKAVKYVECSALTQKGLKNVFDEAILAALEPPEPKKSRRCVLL
# Rab7 wt GTP bind = modulators of GTP binding to dog Rab7 wildtype GTPase; hit rate 0.055% among 190,000; GTP binding activity (percent of control), % at 10 µM; GST-Rab7 beads, fluorescent GTP binding, flow cytometry; actives lie on both sides; untreated = 100%, excess cold GTP = 0%;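 active = fluorescent GTP binding to Rab7 beads changed by at least 20 points from the 100% baseline, either direction, mostly lower; inconclusive = compound itself probably fluorescent, or too few beads counted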;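 note: median green fluorescence of bound Bodipy-FL-GTP per Rab7 bead population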
# Avidin bead fluor = avidin bead compound fluorescence profile; Avidin beads, compound fluorescence 488/530 nm, flow cytometry; hits give high values; fluorescence (KMESF) at 10 µM; hit rate 0.38% among 220,000; in the data active = fluorescence above about 47; note: inactives centre near 10
# Rab2A wt mod = changes GTP binding to wildtype dog Rab2A, up or down; P61105; GST-Rab2 wt beads, Bodipy-GTP binding, flow cytometry; GTP binding activity, % at 10 µM; hit rate 0.19% among 190,000;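 active = GTP binding activity at least 20 points away from 100%, either lowered or raised; inconclusive = signal likely due to the compound's own green fluorescence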;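 note: 0% = beads with excess unlabeled GTP and 100% = no-compound control corrected for plate trend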
# HRas wt GTP bind = human HRas wildtype GTP binding, change in either direction; hit rate 0.14% among 190,000; GST-Ras wt beads, Bodipy-FL-GTP binding, flow cytometry; actives lie on both sides; P01112; AID 759; GTP binding activity, % at 10 µM;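 active = GTP binding activity at least 20% away from the 100% baseline, either lowered as inhibitor or raised as activator; inconclusive = flagged as likely green fluorescent, judged across all proteins in the well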;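 note: 0% = unlabeled GTP competition control and 100% = no-compound control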
# Target sequence (P01112 whole entry, looked up): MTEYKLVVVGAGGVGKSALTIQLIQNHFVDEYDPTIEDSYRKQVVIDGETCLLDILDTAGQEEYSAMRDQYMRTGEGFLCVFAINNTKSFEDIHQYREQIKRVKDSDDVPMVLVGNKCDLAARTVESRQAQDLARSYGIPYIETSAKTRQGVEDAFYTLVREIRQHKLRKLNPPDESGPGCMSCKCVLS
# ABCG2 inh = blocks JC-1 efflux by human ABCG2 transporter. IgMXP3 cells, flow cytometry. hit rate 0.1% among 190,000. AID 1325. inhibition, % at 6.6 µM;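 active = inhibition above 80%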;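 note: 0% = DMSO and 100% = nicardipine control wells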
# Target sequence (Q9UNQ0 whole entry, looked up): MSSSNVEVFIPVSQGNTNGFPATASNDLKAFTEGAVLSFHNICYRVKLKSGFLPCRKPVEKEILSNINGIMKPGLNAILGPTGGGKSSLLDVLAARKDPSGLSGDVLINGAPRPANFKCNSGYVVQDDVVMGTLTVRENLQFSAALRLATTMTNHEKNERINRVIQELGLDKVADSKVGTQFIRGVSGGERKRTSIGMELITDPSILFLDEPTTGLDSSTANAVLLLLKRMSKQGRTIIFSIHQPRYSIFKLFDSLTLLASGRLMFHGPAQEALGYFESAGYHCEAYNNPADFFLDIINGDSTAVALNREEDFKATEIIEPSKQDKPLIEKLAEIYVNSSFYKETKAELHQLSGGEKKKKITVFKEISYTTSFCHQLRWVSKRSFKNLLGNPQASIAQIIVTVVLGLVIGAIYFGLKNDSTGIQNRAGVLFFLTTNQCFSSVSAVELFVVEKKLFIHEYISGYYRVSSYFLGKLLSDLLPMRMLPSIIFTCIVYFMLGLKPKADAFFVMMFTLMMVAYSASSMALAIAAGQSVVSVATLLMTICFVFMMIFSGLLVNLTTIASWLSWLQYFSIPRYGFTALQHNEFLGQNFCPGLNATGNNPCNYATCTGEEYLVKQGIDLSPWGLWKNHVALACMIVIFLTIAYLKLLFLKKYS
#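 Test system: IgMXP3 (ABCG2) plus far-red-tagged CCRF-Adr (ABCB1) cells / Amount: 3 million cells/mL in well / Reagent: JC-1 transporter substrate / Timing: 10 min compound exposure, 25 °C / Signal: flow cytometry, 530 nm JC-1 signal / Read-out: percent efflux inhibition, scaled nicardipine 100% to DMSO 0% / Benchmarks: nicardipine as high control, DMSO as low control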
# Mcl1 Noxa PPI = Mcl-1/Noxa interaction inhibition. inhibition, % at 21.7 µM. hit rate 1.5% among 220,000. AID 1022. Q07820. TR-FRET Mcl-1/Noxa peptide binding, 2 h;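 active = compounds that cut the protein-peptide binding signal by more than 50% relative to plate controls in a single-dose test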;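 note: His-tagged Mcl-1 with rhodamine Noxa BH3 peptide and terbium anti-His antibody; 0% = Mcl-1 plus Noxa peptide wells and 100% = peptide-only wells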
# Starred values were filed as active, the others as inactive; ? = inconclusive; · = no result given.
SMILES,Rac1 wt GTP bind,Rac1 act GTP bind,ABCB1 block,Pf gamet viab,Cdc42 wt GTP,Rab7 wt GTP bind,Avidin bead fluor,Rab2A wt mod,HRas wt GTP bind,ABCG2 inh,Mcl1 Noxa PPI
N#Cc1c2n(c3c(=O)[nH]cnc13)CCCC2,100,99,0.3,13,101,101,42,100,101,1,2
Cc1ccc2nc(Cl)c(CN(Cc3cccs3)C(=O)C3CC3)cc2c1,92,92,-1.6,·,95,95,15,94,95,3,1
CCOC(=O)C1CCCN(C(=O)c2cnn3c(C(F)F)cc(-c4ccc(C)cc4)nc23)C1 (stereo unspecified),99,97,1.2,5,99,97,11,99,98,2,5
CC1=C(C(=O)Nc2ccccn2)C(c2ccc(Br)cc2)n2ncnc2N1 (stereo unspecified),107,99,0.4,-44,105,103,9,103,102,2,2
N#C/C(=C/c1ccc2c(c1)OCO2)C(=O)Nc1ccc(O)cc1,101,98,0.1,-12,99,99,10,101,98,4,-2
CCOc1cc(C#N)c(NC(=O)c2ccnn2C)cc1OCC,109,101,-3.1,·,106,99,7,101,103,-3,-3
Cc1c(Cl)cccc1NC(=O)CNc1cccc(C(F)(F)F)c1,102,98,0.1,8,101,100,3,99,101,1,22
Cn1nnnc1SCC(=O)Nc1ccccc1-c1ccccc1,94,93,0.2,3,97,95,0,95,96,4,-2
COc1cc(NC(=S)N2CCCC(C)C2)cc(OC)c1OC (stereo unspecified),104,99,1.1,6,102,106,9,102,101,14,-4
CC1(C)CC(=O)C=C(N2CCNCC2)C1,106,101,-0.2,9,102,101,13,102,102,-1,-14
COC(=O)c1ccccc1NC(=O)CSc1nnc(-c2cccc(NC(C)=O)c2)n1C,102,104,0.5,·,103,97,16,102,103,1,13
Cc1c(C(N)=O)c(-c2ccccc2)nn1-c1ccccc1,103,101,-0.3,-3,100,94,2,100,98,-1,22
c1ccc(-c2nnc(SCc3nc4ccccc4[nH]3)o2)cc1,99,98,1.3,-5,100,97,9,98,100,22,13
CCCCSCCCNC(=O)Nc1cccc(OC)c1,104,99,0.5,-4,101,101,4,101,102,2,-15
NC12CC3CC(C1)CC(CC(=O)O)(C3)C2,96,93,-0.6,-12,95,105,10,97,95,0,0
O=C(O)COc1ccc(NC(=O)c2cccs2)cc1,100,98,0.3,35,100,99,20,99,98,1,0
O=C(CCSc1nnnn1-c1ccccc1)N1CCOCC1,97,93,0.6,·,97,100,13,97,99,0,8
Cc1cccc(C)c1NC(=O)CSc1ccc([N+](=O)[O-])cn1,?,?,0.9,-9,?,?,19,?,?,2,16
COc1ccccc1NC(=O)CCC(=O)N(Cc1ccc(OC)c(OC)c1)c1nccs1,98,95,1.8,7,98,97,12,95,95,9,1
CC(=O)N1CCc2cc(S(=O)(=O)CCC(=O)Nc3cccc(F)c3)ccc21,102,99,-0.7,·,102,98,5,100,101,-2,-13
CN(C(=O)CCc1nc(-c2ccccc2F)no1)c1ccccc1,99,96,0.2,10,97,96,11,97,95,1,6
CCCn1c(SCC(=O)c2ccc3c(c2)OCCO3)nnc1C(C)C,101,99,0.2,7,102,99,19,101,103,2,21
CCOC(=O)CC(NC(=O)c1ccco1)c1ccccc1Cl (stereo unspecified),111,101,0.1,5,105,103,9,104,105,2,12
Cc1ccc(C2CC2C(=O)NNC(=S)Nc2ccc(Cl)cc2)cc1 (stereo unspecified),102,98,0.2,8,98,100,6,100,100,0,-41
COc1ccc2c(c1)C=C([C@@H]1C[C@H]3CN(c4ccccc4)C(=O)[C@]34CCCN14)CO2,94,95,-0.2,·,91,99,5,97,93,-1,3
CCNc1nc(ON=C(C)C)nc(N(C)C)n1,106,101,-0.2,19,102,102,4,100,101,3,10
CCOC(=O)C(CC)Sc1nc2c(c(=O)[nH]c(=O)n2C)n1CCc1ccccc1 (stereo unspecified),106,100,1.5,·,102,100,15,103,102,40,7
O=C(CCC(=O)NC1CCCCC1)N/N=C/c1ccncc1,101,101,0.2,·,99,96,10,99,98,4,-1
C=CCNC(=O)/C(C#N)=C/c1cc(Br)ccc1OC,100,95,0.3,-5,97,104,11,100,101,1,-9
O=C(ON=C1CCN(S(=O)(=O)c2ccccc2)CC1)c1ccccc1,106,98,1.0,-1,102,98,29,99,101,5,7
CC(CC(=O)O)CC1=NS(=O)(=O)c2ccccc2N1 (stereo unspecified),96,96,0.2,-32,98,95,29,95,98,1,6
COc1ccc(C(=O)NCCc2nnc(SCC(=O)Nc3ccccc3)n2C)cc1,101,97,0.2,15,98,98,10,100,99,5,23
CCCCn1c(N)c(N(CCOC)C(=O)CSc2nc3ccc(C)cc3[nH]2)c(=O)[nH]c1=O,106,100,0.7,31,103,99,8,103,103,3,2
COc1cccc(/C=N/NC(=O)C(=O)N/N=C/c2cccc(OC)c2OC)c1OC,103,100,0.7,-11,102,96,5,95,98,2,10
Fc1ccc2nc(Nc3ccccc3)sc2c1,99,94,0.0,·,94,105,28,98,98,2,8
COc1ccccc1C(=O)Nc1ccc(N2CCCCC2)cc1,104,101,0.5,·,100,97,17,99,98,28,11
COc1ccccc1OS(=O)(=O)c1ccc(NC(C)=O)cc1,101,98,0.1,22,98,100,9,98,98,2,5
CCC(C)NCCCCOc1ccc(Cl)cc1C (stereo unspecified),103,99,0.1,15,102,99,11,104,102,5,31
Cc1cc(/C([O-])=C(/C(=S)Nc2ccc(F)cc2)[n+]2ccccc2)c(C)n1Cc1ccccc1Cl,97,94,-0.4,8,91,92,12,95,93,3,12
CC(NS(=O)(=O)c1ccccc1)C(=O)NCCc1ccccn1 (stereo unspecified),?,?,0.1,·,?,?,8,?,?,1,-19
COc1ccccc1NC(=O)CCCC(=O)OCC(F)(F)C(F)F,107,104,0.2,·,106,100,9,100,103,2,1
O=C(N/N=C/C=C/c1ccccc1)NC1CCCCC1,97,96,1.8,-11,97,105,13,97,100,12,15
COc1cc2c(cc1NC(=O)COc1ccccc1OC)oc1ccccc12,96,93,-0.1,0,102,96,9,98,97,1,-8
CCOC(=O)CSc1nc(-c2ccccc2)nc2c1oc1ccccc12,101,99,0.4,·,102,101,13,103,103,5,1
Cc1cccc2cc(CN(CC3CCCO3)C(=O)c3cnccn3)c(=O)[nH]c12 (stereo unspecified),100,98,0.2,·,100,96,8,96,98,0,-13
CCSc1nsc(SCC)c1C(N)=O,102,100,0.4,·,101,102,36,101,101,1,-3
COC(=O)c1c(-n2cnnn2)sc(C)c1C,99,96,-0.2,·,101,100,8,99,99,-1,·
CCS(=O)(=O)N1Cc2ccccc2CC1C(=O)Nc1nnc(SCc2ccc(F)cc2)s1 (stereo unspecified),96,91,0.1,·,92,93,14,92,92,-2,-13
Cc1ccc(C)n1-c1sc2c(c1C#N)CCC(C)C2 (stereo unspecified),106,98,0.2,38*,101,100,10,99,97,32,8
C/C(=N/NC(=O)c1ccoc1C)c1cccc(NC(=O)C2CC2)c1,?,?,0.3,15,?,?,8,?,?,22,10
O=C(CC1(O)C(=O)N(CCc2ccccc2)c2ccccc21)c1ccco1 (stereo unspecified),107,100,1.0,·,99,97,21,98,100,6,11
CCN1CCN(C(=S)Nc2cccc(Cl)c2)CC1,97,96,-0.1,·,92,104,9,97,99,1,-1
CCCc1cc(=O)oc2cc(C)c3c(C)coc3c12,98,94,0.8,4,99,99,7,97,99,19,17
CC(C)NCc1nnc(-c2ccccc2Cl)o1,105,96,0.2,·,102,104,11,103,101,6,1
CCN(CC)S(=O)(=O)c1cccc(-c2nnc(SCCOc3ccccc3C)o2)c1,?,?,0.3,12,?,?,·,?,?,2,-15
CCOc1ccc(NC(=O)CSc2nnc(COc3c(C)cccc3C)o2)cc1,106,102,-3.0,·,106,104,9,101,102,-4,-1
COc1cc(O)c(C(C)=O)cc1OC,106,100,1.1,·,101,99,12,101,103,5,-17
CCOC(=O)C1=C(C)N(C)C(=S)NC1c1ccccc1Cl (stereo unspecified),97,95,0.5,14,98,102,22,100,100,1,10
COc1ccc(/C(N)=N/OC(=O)c2ccco2)cc1,100,97,0.1,·,96,92,11,97,96,6,-9
COc1ccc(C2(CNC(=O)c3ccc(Br)o3)CCOCC2)cc1,100,96,-0.7,·,98,98,15,97,97,15,20
# More compounds follow:
SMILES,Rac1 wt GTP bind,Rac1 act GTP bind,ABCB1 block,Pf gamet viab,Cdc42 wt GTP,Rab7 wt GTP bind,Avidin bead fluor,Rab2A wt mod,HRas wt GTP bind,ABCG2 inh,Mcl1 Noxa PPI
CCSc1nnc(-c2cccs2)o1,101,96,1.1,·,95,94,23,96,96,4,1
O=c1c2ccccc2c(-c2ccccc2)nn1Cc1c(Cl)cccc1Cl,99,96,1.7,·,98,102,9,99,100,11,-9
OC(COCc1cccs1)CN1CCN(c2cccc(C(F)(F)F)c2)CC1 (stereo unspecified),103,99,1.2,·,100,102,19,99,101,17,7
CCOC(=O)c1ccc(-n2c(O)c(/C=N/NC(=O)C3COc4ccccc4O3)c3ccccc3c2=O)cc1 (stereo unspecified),101,96,-1.0,-3,101,100,6,94,96,-11,-62
O=Cc1cc([N+](=O)[O-])ccc1N1CCOCC1,105,103,1.4,·,102,100,5,105,102,2,19
O=C(NNC(=O)c1ccccc1-c1ccccc1C(=O)O)c1cccc([N+](=O)[O-])c1,100,96,1.8,-1,97,97,5,95,95,18,28
O=C(CCCNS(=O)(=O)c1cccs1)N1CCc2ccccc2C1,103,99,1.2,·,101,100,4,100,101,6,-12
CC(C)C(=O)Nc1ncc2c(n1)CC(c1cccs1)CC2=O (stereo unspecified),103,101,-0.2,·,101,95,6,103,100,8,-6
Nc1nc(C(=O)N2CCOCC2)nn1S(=O)(=O)c1ccc(Cl)cc1,106,101,0.2,·,102,101,7,101,99,0,11
COc1ccc(C(=N/O)/C(=N/O)c2ccc(OC)cc2)cc1,99,98,0.0,-30,100,98,18,99,98,1,-29
COc1cccc(CNC(=O)C2CCCN(S(C)(=O)=O)C2)c1 (stereo unspecified),99,97,1.4,·,102,99,12,100,100,6,-4

# 2 records picked at random from those above:
SMILES,Rac1 wt GTP bind,Rac1 act GTP bind,ABCB1 block,Pf gamet viab,Cdc42 wt GTP,Rab7 wt GTP bind,Avidin bead fluor,Rab2A wt mod,HRas wt GTP bind,ABCG2 inh,Mcl1 Noxa PPI
CC(C)C(=O)Nc1ncc2c(n1)CC(c1cccs1)CC2=O (stereo unspecified),103,101,-0.2,·,101,95,6,103,100,8,-6
CCSc1nnc(-c2cccs2)o1,101,96,1.1,·,95,94,23,96,96,4,1

# Screening results deposited in PubChem BioAssay by several laboratories.
